TCR act = Activators of T cell receptors: qHTS campaign | primary human leukocytes, anti-CD3, IL-2 HTRF, 48 h | Potency, µM (series often up to 9.22 µM), for inactives: top-dose activation of IL-2 secretion, actives largely listed as activators | 330,000 tested, under 10 active | AID 504894, 2011; active = well fitted activation curve with a large enough effect; inconclusive = small, poorly fitted or top-dose-only effect, or another doubt; inactive = no such curve, though single readings can be large or run the other way; also: % of control where 0% means no effect
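Activity was scored as IL-2 release from primary human leukocytes given only a TCR signal (a-CD3 beads) plus compound for 48 hr. Detection used a two-antibody HTRF format read at 665nm.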
Giardia killer = Small Molecules that selectively kill Giardia lamblia: qHTS | Giardia lamblia trophozoite viability | activity change, % at 7.66 µM, hits read low | hit rate 0.15% among 340,000 | AID 540267, 2011; in the data active = activity change below about -80%; inconclusive = between about -30% and that limit;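 also: parasites exposed to compound for two days anaerobically before the ATP read; % is scaled to controls: 0 for no effect and ±100 for the full control effect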
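Luminescence from cellular ATP indicates surviving trophozoites (100 cells/well) following 48 hrs anaerobic compound treatment at 37 deg C; signal develops 15-30 min at room temperature.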
hERG WT inh = qHTS for Inhibitors of KCHN2 3.1: Wildtype qHTS | Voltage-gated inwardly rectifying potassium channel KCNH2 (Homo sapiens), Q12809 | U2OS, BacMam KCNH2, thallium flux FluxOr; active compounds read low | activity change, % at 1.84 µM | hit rate 0.37% among 340,000;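 active = maximum activity change below -70%; inconclusive = maximum activity change between -70% and -50%; inactive = maximum activity change above -50%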; also: % is scaled to controls: 0 for no effect and ±100 for the full control effect
Target sequence (Q12809 whole entry, looked up): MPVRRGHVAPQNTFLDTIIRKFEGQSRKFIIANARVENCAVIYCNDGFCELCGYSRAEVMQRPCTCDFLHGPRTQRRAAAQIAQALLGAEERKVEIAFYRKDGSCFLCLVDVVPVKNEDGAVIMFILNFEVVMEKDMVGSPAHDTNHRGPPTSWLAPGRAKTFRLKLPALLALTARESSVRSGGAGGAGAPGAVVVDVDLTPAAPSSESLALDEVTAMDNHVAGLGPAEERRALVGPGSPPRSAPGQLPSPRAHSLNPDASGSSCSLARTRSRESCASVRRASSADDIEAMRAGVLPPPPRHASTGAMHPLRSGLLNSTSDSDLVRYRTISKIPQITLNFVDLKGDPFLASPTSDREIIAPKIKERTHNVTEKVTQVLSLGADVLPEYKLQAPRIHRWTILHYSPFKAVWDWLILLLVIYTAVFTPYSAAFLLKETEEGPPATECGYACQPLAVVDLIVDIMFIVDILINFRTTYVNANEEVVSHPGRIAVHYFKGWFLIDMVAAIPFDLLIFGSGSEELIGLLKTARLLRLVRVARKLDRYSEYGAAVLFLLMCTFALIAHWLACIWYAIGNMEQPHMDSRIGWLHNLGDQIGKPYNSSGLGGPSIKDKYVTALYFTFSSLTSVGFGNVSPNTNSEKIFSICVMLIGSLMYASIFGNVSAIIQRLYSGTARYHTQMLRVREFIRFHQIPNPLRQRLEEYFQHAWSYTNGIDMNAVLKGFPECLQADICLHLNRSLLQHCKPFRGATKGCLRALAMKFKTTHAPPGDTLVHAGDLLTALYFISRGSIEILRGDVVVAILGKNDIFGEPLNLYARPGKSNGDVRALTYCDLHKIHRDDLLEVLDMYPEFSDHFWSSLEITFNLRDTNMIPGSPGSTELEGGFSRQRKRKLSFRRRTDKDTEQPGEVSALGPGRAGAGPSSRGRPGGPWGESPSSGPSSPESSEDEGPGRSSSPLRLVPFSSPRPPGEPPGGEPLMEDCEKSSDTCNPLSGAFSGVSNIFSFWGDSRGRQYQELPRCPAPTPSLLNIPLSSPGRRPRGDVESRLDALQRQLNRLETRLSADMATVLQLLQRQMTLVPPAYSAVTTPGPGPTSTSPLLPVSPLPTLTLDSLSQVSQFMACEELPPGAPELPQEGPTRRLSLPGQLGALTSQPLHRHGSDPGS
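U2OS cells were transduced with wild-type KCNH2 virus (2.03 x 10^8 / mL) for 4 h at room temperature, then cultured overnight at 37 C. Thallium flux was read with FluxOr dye. Rate constants were normalized to DMSO controls.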
Active calls of the source: *; ? = inconclusive.

SMILES | TCR act | Giardia killer | hERG WT inh
CCN(CC)C(=O)N1CCc2ccccc2C1CN1C(=O)c2ccccc2C1=O (stereo not given) | 6% | 3 | -17
CCOC(=O)c1c(C)[nH]c(C(=O)OCC(=O)N(CC)c2c(N)n(Cc3ccccc3)c(=O)[nH]c2=O)c1C | -2% | 14 | -4
COc1ccc(CCNS(=O)(=O)c2ccc(N3CCCC3=O)cc2)cc1 | -1% | -12 | -1
C1CCc2c(c(N3CCOCC3)nc3sc4c(N5CCOCC5)nnnc4c23)C1 | 2% | 13 | -9
CC(C)(C)C(=O)Nc1ccc(Cc2ccncc2)cc1 | 10% | 4 | 11
O=c1cc(C2CCCCC2)[nH]c(=O)[nH]1 | 4% | -2 | -20
Cc1cccc(C=CC(=O)c2ccc(Cl)cc2)c1 | -4% | -2 | 21
O=C1c2nccnc2C(=O)N1Cc1ccccc1 | -3% | -9 | -28
CNC(=O)N(O)C1N(NC(=O)Nc2ccccc2)C(=S)SC1(C)C (stereo not given) | 11% | -5 | -22
O=C(CN1CCN(CC(=O)Nc2ccc3c(c2)OC2(CCCCC2)O3)CC1)Nc1cccc(F)c1 | -3% | 6 | 28
Brc1cc(-c2ccccc2)nc(-c2ccccc2)n1 | 8% | -1 | -13
CC(C)n1nnnc1SCC(=O)NCc1ccco1 | 1% | 12 | -5
CN(C)c1nc(=NCc2cccs2)ss1 | 3% | -81* | -19
O=C1OC2(c3ccccc31)c1ccccc1-c1ccccc12 | -1% | 13 | 5
COc1cc[n+]([O-])cc1[N+](=O)[O-] | -4% | -11 | -1
C#CCOCCOCCOCCNc1nc(N2CCN(C(=O)Cn3cc(CCO)nn3)CC2)nc(N2CCN(C(=O)Cn3cc(CCCCN)nn3)CC2)n1 | 1% | ? | -2
O=S(=O)(c1cccc(Br)c1)N1CCN(c2ncnc3scc(-c4ccccc4)c23)CC1 | -9% | -20 | -13
CCOC(CN=c1nc(N(C)C)ss1)OCC | 3% | ? | -5
CCC1(c2ccc(F)cc2)NC(=O)N(CC(=O)Nc2cccc(S(=O)(=O)N3CCOCC3)c2)C1=O (stereo not given) | -3% | -4 | 2
O=C1CC(c2ccccc2)=C(c2ccccc2)C1c1ccccc1 (stereo not given) | -5% | -9 | 11
N=c1c(S(=O)(=O)c2ccccc2)cc2c(=O)n3ccccc3nc2n1C1CCCCC1 | -1% | -5 | -1
CCOC(=O)/C=C1/SCC(=O)N1CC(=O)Nc1ccccc1OC(F)F | -2% | -2 | -3
CC12CCC(=O)N1C(C(=O)Nc1ccccc1N1CCCC1)CS2 (stereo not given) | -11% | -21 | 1
Nc1nc(SCc2ccccc2)cc(SCc2ccccc2)n1 | -4% | 16 | -2
Cc1cc([N+](=O)[O-])c(NCCCCCCO)c([N+](=O)[O-])c1 | -2% | 6 | 11
Cn1c2c(c3ccccc31)CCN(CCCCN1CCN(c3ccccc3)CC1)C2=O | -7% | -2 | -78*
Cc1cn([C@H]2C[C@H](O)[C@@H](CCC(=O)NCc3ccco3)O2)c(=O)[nH]c1=O | 7% | 20 | 1
CCC1(CC)SC(N)=NC1=O | 1% | 14 | -3
Nc1nonc1-n1nnc(C(=O)N/N=C/c2ccc(O)cc2)c1CN1CCCCCC1 | -2% | 0 | -5
COc1ccc2cc(C3=CC(=O)CCC3)ccc2c1 | -3% | 1 | -6
CCOC(=O)c1ccc(NC(=S)NCc2ccc(F)cc2)cc1 | 0% | 4 | -1
CC(=O)c1ccc(OCc2cc(C(=O)N(C)C(C)c3ccon3)no2)cc1 (stereo not given) | -3% | -4 | 4
O=C(NCc1ccccc1)c1onc(CSc2ccc(F)c(F)c2)c1C(=O)NCc1ccccc1 | 2% | -16 | -5
COc1ccc(NC2=CC(=O)CC(c3ccc(C)cc3)C2)c(OC)c1 (stereo not given) | 2% | 9 | 7
Nc1nonc1-n1nnc(C(=O)N/N=C/c2ccccc2O)c1CN1CCCC1 | -5% | 13 | 11
Nc1nc2c(ncn2C2CCCC2)c(=O)[nH]1 | 9% | -8 | -4
CC(C)C[C@H]1CNC(=S)N1CC1CCCN1C[C@H](CC(C)C)N1C[C@H](CC(C)C)N(CC2CCCCCC2)C1=S (stereo not given in full) | -18% | -10 | 12
O=S(=O)(c1ccc(S(=O)(=O)N(Cc2ccccc2)Cc2ccco2)cc1)N1CCCC1 | 0% | 4 | 15
CCn1c(SCc2cc(=O)[nH]c3ccccc23)nc2c1c(=O)n(C)c(=O)n2C | -25% | -7 | 11
CC(C)(O)CN(C(=O)C(c1ccccc1)c1ccccc1)C1CCCCC1 | -6% | -2 | -8

Grouped by structure: the compounds so far containing a halogen
SMILES | TCR act | Giardia killer | hERG WT inh
Cc1cccc(C=CC(=O)c2ccc(Cl)cc2)c1 | -4% | -2 | 21
O=C(CN1CCN(CC(=O)Nc2ccc3c(c2)OC2(CCCCC2)O3)CC1)Nc1cccc(F)c1 | -3% | 6 | 28
Brc1cc(-c2ccccc2)nc(-c2ccccc2)n1 | 8% | -1 | -13
O=S(=O)(c1cccc(Br)c1)N1CCN(c2ncnc3scc(-c4ccccc4)c23)CC1 | -9% | -20 | -13
CCC1(c2ccc(F)cc2)NC(=O)N(CC(=O)Nc2cccc(S(=O)(=O)N3CCOCC3)c2)C1=O (stereo not given) | -3% | -4 | 2
CCOC(=O)/C=C1/SCC(=O)N1CC(=O)Nc1ccccc1OC(F)F | -2% | -2 | -3
CCOC(=O)c1ccc(NC(=S)NCc2ccc(F)cc2)cc1 | 0% | 4 | -1
O=C(NCc1ccccc1)c1onc(CSc2ccc(F)c(F)c2)c1C(=O)NCc1ccccc1 | 2% | -16 | -5

(listing goes on)
SMILES | TCR act | Giardia killer | hERG WT inh
CCCOc1ccc(/C(O)=C2/C(=O)C(=O)N(CCN3CCOCC3)C2c2ccccc2)cc1 (stereo not given) | -1% | 0 | 7
CN(C)Cc1c(OC(=O)c2ccc(N)cc2)ccc2ccccc12 | 4% | -13 | -6
CC(C)CCNC(=O)c1c(CSc2ccc(Cl)cc2)noc1C(=O)NCc1ccccc1 | -3% | 10 | -2
COC(=O)C(N)CCCCN (stereo not given) | -6% | 8 | 2
CC(C)(C)[C@H]1C=C(C(=O)Nc2ccccc2)O[C@@H](OCCCCO)C1 | 0% | 0 | -9
Nc1cccc(-c2c[nH]c3ncc(-c4cccnc4)cc23)c1 | -6% | 22 | 4
Cc1occc1C(=O)N/N=C/C1=C(N2CCOCC2)C(=C/c2ccc(Cl)cc2Cl)/CC1 | 0% | -9 | 0
C=CCn1c(SCC(=O)N(CC)c2c(N)n(Cc3ccccc3)c(=O)[nH]c2=O)nnc1-c1ccccc1OC | 8% | 9 | 5
O=c1[nH]c(=O)c2cc3ccccc3nc2[nH]1 | -3% | -11 | -1
COc1ccc(-c2coc3cc(OC)ccc3c2=O)cc1 | -1% | -20 | 0
CC(=O)Nc1cccc(OCCOc2cccc([N+](=O)[O-])c2)c1 | -3% | 21 | -6
CCCCNC(=O)C(C#N)c1nc2ccccc2nc1N1CCN(Cc2ccc3c(c2)OCO3)CC1 (stereo not given) | -6% | 9 | -16
CCN1C[C@@H]2[C@@H]3C(=O)N(Cc4ccccc4)C(=O)[C@@H]3[C@](Cc3ccccc3)(C1=O)N2C(=O)c1ccc(C(C)(C)C)cc1 | 1% | -22 | -1
Nc1nc(SCc2ccc(Cl)cc2Cl)c2ncn(C3OC(CO)C(O)C3O)c2n1 (stereo not given) | -3% | -8 | 6
S=c1[nH]c2cnc(Cl)nc2[nH]1 | 5% | -3 | 2
CCOC(=O)C1CC2=C(CCCC2=O)NC1=O (stereo not given) | -3% | 19 | 24
O=C(Cn1nnc(-c2cccs2)n1)N1c2ccccc2Sc2ccc(C(F)(F)F)cc21 | -1% | 13 | -9
O=C1NC(=S)SC1=Cc1ccccc1Cl | 3% | -1 | 1
Oc1ccc(/C=N/Nc2cc(N3CCOCC3)nc(N3CCOCC3)n2)cc1 | 6% | 7 | -1
COc1cccc(N=CNc2cccc(OC)c2)c1 | 6% | 11 | -6
COc1cc(C2c3cc4c(cc3OC(NCCc3ccccc3)C2C)OCO4)cc(OC)c1OC (stereo not given) | -3% | -5 | -2
CN(Cc1ccccc1)C(=O)c1ccc(NC(=O)Cc2ccc(NC(=O)C3CCCN(S(=O)(=O)c4cccc([N+](=O)[O-])c4)C3)cc2)cc1 (stereo not given) | -6% | 0 | 11
CC1(C)N=C(c2ccccc2)C(c2ccccc2)=N1 | 2% | -25 | -8
CCCCNc1ccc2c(c1)C1CC2CCN1C(=O)OCc1ccccc1 (stereo not given) | 7% | -4 | -1
O=C(C1CCCCC1C(=O)N1CCCCC1)N1CCCCC1 (stereo not given) | -8% | -2 | 5
Cc1ccc(S(=O)(=O)N[C@H](C(=O)OCC(=O)NC(=O)c2cccn2C)C(C)C)cc1 | 1% | 11 | -1
CN/C(=C/[N+](=O)[O-])NCCSCc1csc(CN(C)C)n1 | 9% | 1 | -10
Cc1ccc(NC(=O)c2ncn(CCCNCc3ccc4c(c3)OCO4)n2)cc1C | 13% | 6 | 17
Cc1cccc(OCC(=O)Oc2ccc(Cl)cc2)c1 | -23% | 4 | -9
CC(C)(C)S(=O)N1Cc2cc(CO)cc(CCO)c2[C@@H]1CCO (stereo not given in full) | -5% | 5 | -13

Looked up above.
CN(Cc1ccccc1)C(=O)c1ccc(NC(=O)Cc2ccc(NC(=O)C3CCCN(S(=O)(=O)c4cccc([N+](=O)[O-])c4)C3)cc2)cc1 (stereo not given) – Giardia killer: 0
CCCCNc1ccc2c(c1)C1CC2CCN1C(=O)OCc1ccccc1 (stereo not given) – TCR act: 7%
CN/C(=C/[N+](=O)[O-])NCCSCc1csc(CN(C)C)n1 – Giardia killer: 1
O=C(C1CCCCC1C(=O)N1CCCCC1)N1CCCCC1 (stereo not given) – TCR act: -8%
Cc1ccc(S(=O)(=O)N[C@H](C(=O)OCC(=O)NC(=O)c2cccn2C)C(C)C)cc1 – hERG WT inh: -1
Cc1cccc(OCC(=O)Oc2ccc(Cl)cc2)c1 – hERG WT inh: -9

Following part:
SMILES | TCR act | Giardia killer | hERG WT inh
CCNC(=S)Nc1ccc(Oc2ccccc2)cc1 | -1% | 5 | -4
CCN(CC(O)COc1ccc(OCC(O)CN(CC)C2CCCCC2)cc1)C1CCCCC1 (stereo not given) | -5% | -10 | 1
CSc1nc2ncncc2[nH]1 | 2% | 8 | -3
COc1cccc(C(C)=C2SC(=S)NC2=O)c1 | -10% | 18 | -5
Nc1nnnn1/N=C/c1cc(Br)ccc1O | 4% | -7 | -13
O=C(Nc1cc2c(cc1Cl)-c1ccc([N+](=O)[O-])cc1C2=NO)C(F)(F)F | 2% | -9 | 6
NC(=O)c1cccc(-c2cnc(N)c(C(=O)c3cccnc3)n2)c1 | 4% | -7 | 7
Cc1ccc(OCC(=O)Nc2oc(-c3ccccc3)c(-c3ccccc3)c2C#N)cc1 | 7% | 8 | -8
CCN(C(=O)COC(=O)c1cc2c(s1)CCC(C)C2)c1c(N)n(Cc2ccccc2)c(=O)[nH]c1=O (stereo not given) | 1% | 21 | 4
CSc1ccc(C2NC(=O)c3ccccc3N2)cc1 (stereo not given) | 4% | -11 | -16
CCN1C=C(C(=O)c2ccccc2)C(=O)CC1 | -3% | -29 | -3
O=C(Cc1cccc(NC(=O)C2CCCN(C(=O)C3CCC3)C2)c1)Nc1ccc(C(=O)N2CCOCC2)cc1 (stereo not given) | -2% | ? | -24
Cn1cnnc1Sc1nc2c(c(=O)n(C)c(=O)n2C)n1C | 3% | -12 | -3
OCC[C@H]1C[C@@H](O)[C@H](O)[C@@]2(CCCO2)O1 | 0% | 19 | -11
COc1ccccc1NOC(=O)CCOc1ccccc1 | 3% | 2 | 4
O=C(Nc1ccc(C(=O)N2CCCC2)cc1)C1CC1 | -7% | -11 | -3
FC(F)(F)c1nc(SCc2ccccc2)n[nH]1 | -41% | -1 | -1
COc1ccc(CNS(=O)(=O)c2ccc(F)cc2Br)cc1 | -3% | -3 | 4
Cc1ccc(S(=O)(=O)N2CCN(C(=O)CCC(=O)Nc3ccc(Br)c(C)c3)CC2)cc1 | -9% | 5 | 6
CC(=NO)c1ccc2c(c1)Cc1cc([N+](=O)[O-])ccc1-2 | 3% | ? | -45
O=C(NCc1ccccc1OC(F)(F)F)C1CCC(=O)N(CCc2ccccn2)C1 (stereo not given) | -2% | -6 | 6
Nc1c(Cl)cc(-c2csc(N3CCCC3c3nc4cc(Cl)c(N5CCCCC5)cc4n3CCCO)n2)cc1Cl (stereo not given) | 5% | -10 | -3
CCOC(=O)c1c(-c2ccccc2)csc1NC(=O)c1cc(-c2ccccc2OC)on1 | -4% | -10 | -26
O=[N+]([O-])c1cccc2nc3ccccc3c(NCCCn3ccnc3[N+](=O)[O-])c12 | 6% | -95* | -22
COc1ccc(CCc2ccnc3ccccc23)cc1 | 5% | 1 | -1
CCc1ccc(N2CC(C(=O)N/N=C/c3ccccc3)CC2=O)cc1 (stereo not given) | 4% | 3 | -5
Cc1ccc(C(=O)NNC(=O)c2ccc3ccccc3c2)cc1 | 0% | -18 | -8
COc1ccc(C2=CC(=O)C[C@H](COCc3ccccc3)N(C(=O)OC(C)(C)C)O2)cc1 | -5% | 11 | 0
O=C(Oc1cccc2ccccc12)c1ccccc1 | 1% | 16 | -3
Brc1ccccc1OCCN1CCCC1 | 1% | 9 | 10

Source: PubChem BioAssay

These rows are one share of the data. The share of hits here may be higher or lower than overall.
